miR122 inh = miR-122 Renilla sensor signal increase in Huh7, primary screen, miR-122 inhibitor project, cell-based, single point, plate reader | AID 602342, 2012 | 340,000 compounds, 0.3% hits | activation (reporter increase), % at 12.5 µM | Huh7 miR-122 Renilla luciferase sensor, 48 h; neutral wells = 0, positive control = 100;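 active = mean replicate activation score at least 90 and every replicate individually at or above 90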;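 note: higher luciferase means less miR-122 activity so hits act as miR-122 inhibitors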
ERAP1 HTS inh = human ERAP1 aminopeptidase inhibitors, primary screen, biochemical, single point, plate reader; Endoplasmic reticulum aminopeptidase 1 (Homo sapiens), Q9NZ08; recombinant ERAP1, Leu-AMC fluorescence, 60 min; inhibition, % at 10.7 µM; 340,000 compounds, 0.15% hits;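 active = mean replicate inhibition of at least 30%, or all replicates individually reaching that 30% level; inactive = mean below 30% and not every replicate reaching it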;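 note: 0% = neutral control wells and 100% = L-leucinethiol positive control wells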
PGC1a acetyl inh = inhibitors of PGC1a acetylation signal, primary screen, cell-based, U2OS, AlphaScreen, inhibitor mode | AlphaScreen anti-acetyl-lysine; with virally co-expressed GCN5 acetyltransferase | inhibition, % at 15.6 µM | 350,000 compounds, 0.17% hits | AID 651687, 2012;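 active = every replicate shows inhibition of at least 40%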;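 note: 0% = neutral control wells and 100% = positive control wells; some results beyond the cut were filed as inactive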
PglD inh = C. jejuni PglD acetyltransferase inhibitors, primary screen, biochemical, DTNB colorimetric, single point | UDP-N-acetylbacillosamine N-acetyltransferase PglD (Campylobacter jejuni) | purified PglD enzyme, DTNB colorimetric CoA detection | inhibition, % at 12.5 µM | 360,000 compounds, 0.098% hits | AID 602405, 2012; in the data active = inhibition above about 16%, passing the limit was not always enough; note: strong numbers were not always called active
Cneo AK release = Cryptococcus neoformans cell lysis inducers, primary screen, AK release luminescence, single concentration; C. neoformans lysis, adenylate kinase release luminescence, 4 h; normalised: neutral wells 0, clomiphene wells 100; lysis activity, % at 15 µM; 360,000 compounds, 0.2% hits;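 active = mean lysis activity across replicates of at least 80%, whatever share of replicates individually reach that level; inactive = mean lysis activity below 80%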
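Assay system: log-phase C. neoformans yeast / Quantity: yeast cell density of 5 × 10^6 cells/mL / Medium: fresh YPD growth medium / Compound: single dose / Timing: static 4 h at 37 °C with compound, 1 h detection / Measured by: adenylate kinase release luminescence / Read-out: lysis from increased AK signal / Benchmarks: Clomiphene as positive lysis control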
RAD52 anneal inh = RAD52 DNA annealing inhibitors, primary screen, biochemical, FRET, single point, set 2; recombinant RAD52 DNA annealing, FRET fluorescence; inhibition, % at 18.7 µM; 360,000 compounds, 0.46% hits; AID 651710, 2012;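 active = every replicate showing at least 50% inhibition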
Target sequence (P43351 whole entry, looked up): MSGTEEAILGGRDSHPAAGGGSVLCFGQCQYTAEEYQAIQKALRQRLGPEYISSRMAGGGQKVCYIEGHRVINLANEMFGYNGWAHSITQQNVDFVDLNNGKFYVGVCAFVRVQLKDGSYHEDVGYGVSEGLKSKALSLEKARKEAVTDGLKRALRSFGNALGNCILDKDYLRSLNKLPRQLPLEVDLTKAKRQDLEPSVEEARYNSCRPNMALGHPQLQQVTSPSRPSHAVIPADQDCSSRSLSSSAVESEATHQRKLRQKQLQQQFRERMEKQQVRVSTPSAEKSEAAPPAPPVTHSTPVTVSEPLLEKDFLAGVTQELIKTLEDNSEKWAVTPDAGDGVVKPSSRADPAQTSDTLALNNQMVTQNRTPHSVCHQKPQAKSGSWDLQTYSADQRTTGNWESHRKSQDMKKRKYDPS
E-selectin induc = E-selectin induction in HUVECs, primary screen, imaging, HUVEC, immunofluorescence imaging, single point | P16581 | normalized: neutral wells 0, TNF-alpha wells 100 | activation, % at 7.58 µM | 260,000 compounds, 0.37% hits | AID 686992, 2013;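 active = mean E-selectin-positive cell signal at least 10% of the positive control, reached in at least 60% of replicates, without over 20% cell loss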;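 note: in these data hits start at about 27%; measured in HUVEC primary endothelial cells; signal is the percent of cells scored E-selectin positive by PE staining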
Target sequence (P16581 whole entry, looked up): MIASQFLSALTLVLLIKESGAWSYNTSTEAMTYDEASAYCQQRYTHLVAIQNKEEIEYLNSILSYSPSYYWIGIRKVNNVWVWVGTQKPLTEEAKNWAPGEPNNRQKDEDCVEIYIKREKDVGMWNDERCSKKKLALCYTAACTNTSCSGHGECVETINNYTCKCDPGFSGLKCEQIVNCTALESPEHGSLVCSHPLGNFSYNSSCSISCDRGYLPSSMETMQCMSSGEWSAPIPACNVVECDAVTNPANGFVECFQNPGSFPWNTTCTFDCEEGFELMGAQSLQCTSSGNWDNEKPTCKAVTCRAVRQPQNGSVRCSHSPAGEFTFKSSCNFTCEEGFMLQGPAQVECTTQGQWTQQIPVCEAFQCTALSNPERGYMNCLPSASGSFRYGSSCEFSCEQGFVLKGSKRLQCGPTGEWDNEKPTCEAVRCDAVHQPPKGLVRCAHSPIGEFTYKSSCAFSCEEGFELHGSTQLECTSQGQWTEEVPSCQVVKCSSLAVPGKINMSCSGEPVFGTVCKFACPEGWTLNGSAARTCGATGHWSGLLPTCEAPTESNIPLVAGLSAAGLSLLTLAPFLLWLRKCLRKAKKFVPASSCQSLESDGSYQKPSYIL
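Read-out: % PE-positive cells | Test system: HUVEC | Doses: One compound dose added by pin transfer | Buffer or medium: EGM-2 over gelatin coat | Signal: Immunofluorescence imaging | Benchmarks: TNF-alpha, DMSO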
RAD54 inh = inhibitors of human RAD54 branch migration, primary screen, biochemical, fluorescence, single point; DNA repair and recombination protein RAD54-like (Homo sapiens), Q92698; RAD54 Holliday junction branch migration, FAM/BHQ fluorescence; inhibition, % at 10.4 µM; 360,000 compounds, 0.14% hits;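 active = mean normalized replicate activity at least 40 and at least half of replicates scoring 40 or more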;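 note: 0% = median of neutral control wells and 100% = median of positive control wells; inhibitors cause a drop in the FAM fluorescence signal; in these data hits start at about 50%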
Active calls of the source: *; . = no result given; & = joins results of further samples; [ ] = another dose, or the depositor's remark.

Values run as follows: PglD inh, miR122 inh, ERAP1 HTS inh, Cneo AK release, RAD52 anneal inh, PGC1a acetyl inh, E-selectin induc, RAD54 inh
COc1ccc(-n2nc(C(=O)NCC(=O)N3CCN(c4ccccc4OC)CC3)c3ccccc3c2=O)cc1OC
    -3.9, -7.3, -2.0, 1.5, -10.9, ., ., 4.1
O=C(C1CCCCC1)N1CC2(C1)[C@H](c1ccccc1)[C@@H](CO)N2Cc1cncnc1
    ., ., 0.7, ., 2.9, -0.6, 0.1, .
Cc1ccc(N2C(=O)N(CC(=O)Nc3cc(F)ccc3C)C(=O)C2C)cc1 (configuration not stated)
    1.3, 23.2, -2.9, -0.6, -3.2, 3.3, -0.3, -19.9
COc1ccccc1-c1ccc2c(c1)[C@@H]1[C@@H](CCN1S(=O)(=O)c1cccc(F)c1)[C@H](CO)N2
    2.1, -2.8[16.7 µM], ., -14.0, ., -13.7, 0.0, 12.9
C[C@H](CO)N1C[C@H](C)[C@H](CN(C)S(C)(=O)=O)OCCCC[C@H](C)Oc2ccc(NC(=O)CCC(F)(F)F)cc2C1=O
    1.2, 3.5[16.7 µM], 4.8, -4.1, -5.1, -8.3, 0.0, 6.5
CCCC(=O)Nc1sc(C)c(C)c1C(=O)Nc1cccc(C)c1
    -5.4, ., 2.7, 2.8, 0.6, 37.9, ., -6.7
CC(C)N(C)c1ncnc2c1ncn2[C@H]1CN(Cc2ccco2)C[C@@H](CO)O1
    -5.6, -3.7, -2.3, 0.1, -17.8, 4.6, -0.1, -8.2
O=C(CCc1n[nH]c(=O)[nH]c1=O)N1CCCCC1
    6.0, -6.8, 1.6, -3.0, -2.0, 0.4, 3.2, -5.4
CCCn1nc(NS(=O)(=O)c2cccc3nonc23)c2cc3ccccc3nc21
    -4.5, 4.4, 5.2, 0.2, -2.4, 7.3, ., 2.8
COc1ccc(CNC(=O)c2cnc3scc(C)n3c2=O)cc1
    -6.2, -1.1, 4.4, -7.0, -11.7, 5.6, 2.4, 0.8
CCOC(=O)c1c(C)n(CCNC(C)=O)c2ccc(O)cc12
    -8.5, -1.7, ., 0.4, ., 10.0, ., -2.5
COc1cccc(C2c3[nH]c4ccccc4c3C[C@H]3C(=O)N(CCCCCO)CC(=O)N23)c1 (some centres not stated)
    -121.7, 6.0, 0.5, 0.9, -3.2, -4.0, -0.1, -3.1
CN(C)C(=O)c1ccc(-c2ccc3n(c2=O)C[C@@H]2[C@@H](CO)[C@H](C(=O)NCCc4ccccc4)N[C@H]32)cc1
    1.5, ., -3.0, 47.6, -9.4, ., -0.1, 8.1
COc1cc2c(C(=O)N3CCN(Cc4ccc5c(c4)OCO5)CC3)cn(C)c(=O)c2cc1OC
    -1.5, -3.1, ., -0.2, ., 10.4, ., -0.1
O=C(CCS(=O)(=O)c1ccc(Cl)cc1)Nc1nccs1
    -2.5, ., -8.9, -3.2, -11.2, -61.2, -0.1, -1.6
CCn1c2ccccc2c2nnc(SCCCn3c(=O)[nH]c4ccccc43)nc21
    -5.3, -6.8, ., 1.0, ., -2.9, ., -9.3
C[C@@H]1CN([C@@H](C)CO)C(=O)Cc2cc(NC(=O)Nc3ccc(F)cc3)ccc2O[C@@H]1CN(C)C
    6.1, -1.9[16.7 µM], 1.4, 0.7, -2.0, -7.1, ., 18.5
COC(CNC(=O)c1ccc2c(c1)ncn2-c1ccc(C)cc1C)OC
    4.3, ., -0.9, 1.0, -0.9, -5.4, 0.0, 9.1
O=C1CC(N2CCC(c3nc4ccccc4[nH]3)CC2)C(=O)N1c1ccccc1F (configuration not stated)
    -6.8, -1.8, -1.9, 1.5, -17.8, -10.1, ., 1.6
COc1ccccc1Cn1c(C)c(C(=O)NCc2cccc(C)c2)sc1=O
    -3.1, ., ., 0.4, -32.8, ., ., -2.9

Some of the entries so far, bar-delimited.
SMILES | PglD inh | miR122 inh | ERAP1 HTS inh | Cneo AK release | RAD52 anneal inh | PGC1a acetyl inh | E-selectin induc | RAD54 inh
COC(CNC(=O)c1ccc2c(c1)ncn2-c1ccc(C)cc1C)OC | 4.3 | . | -0.9 | 1.0 | -0.9 | -5.4 | 0.0 | 9.1
O=C1CC(N2CCC(c3nc4ccccc4[nH]3)CC2)C(=O)N1c1ccccc1F (configuration not stated) | -6.8 | -1.8 | -1.9 | 1.5 | -17.8 | -10.1 | . | 1.6

Continuation.
Values run as follows: PglD inh, miR122 inh, ERAP1 HTS inh, Cneo AK release, RAD52 anneal inh, PGC1a acetyl inh, E-selectin induc, RAD54 inh
CCC(=O)N1[C@@H]2c3ccc(-c4ccc(F)cc4)c(=O)n3C[C@@H]2[C@@H](CO)[C@@H]1C(=O)N(C)C
    -0.1, ., -0.6, -0.9, -3.2, ., 0.0, 6.0
COc1ccccc1-c1c(C)nn2c(N3CCC4(CC3)OCCO4)cc(C)nc12
    3.5, -5.5, ., 6.1, ., -12.8, ., 1.0
Cn1c(C(=O)NCc2cccnc2)cc2sc(Cl)cc21
    0.8, -5.7, 0.2, -0.4, -1.0, -24.5, ., -5.9
COCCNC(=O)CN(C(=O)c1ccc(N2CCCC2)nc1)c1ccc(Cl)cc1
    1.1, 2.7, 0.3, -1.4, -1.6, 11.4, 0.2, 0.3
Cc1noc(C)c1S(=O)(=O)N(C)C[C@H]1Oc2c(cccc2N(C)C)C(=O)N([C@H](C)CO)C[C@@H]1C
    -0.9&0.5, 5.0[16.7 µM], -2.2&0.7, -0.6&3.5, -21.6&1.1, -14.6&-12.2, -0.1&-0.2, 4.2&0.1
CN1C(=O)c2cc(NC(=O)Nc3ccc(F)cc3)ccc2OC[C@H]2O[C@@H](CC(=O)NC3CCC3)CC[C@H]21
    9.4, 2.5[16.7 µM], -3.2, 44.0, -27.2, -0.4, 0.2, -8.7
CCCCN(C)C(=O)c1sc(=O)n(Cc2ccccc2C#N)c1C
    -4.6, ., ., -0.5, -15.4, ., ., -12.3
CCCc1nnc(NC(=O)CS(=O)(=O)c2ccccc2)s1
    1.0, ., -0.4, 1.3, -14.7, ., -0.1, 19.1
Cc1noc(C)c1NC(=O)N[C@H]1C=C[C@@H](CC(=O)N2CCN(C)CC2)O[C@@H]1CO
    -2.0, ., -0.8, -10.2, -7.2, 4.9, -0.1, 8.9
O=C(CNC(=O)c1ccco1)OCC(=O)c1ccc(Cl)cc1
    -10.3, -0.1, -2.1, -1.3, -1.7, -12.2, ., 8.4
CCCN1Cc2cccc(C(=O)Nc3ccc(CC)cc3)c2C1=O
    7.3, -3.7, ., -1.0, ., 35.0, ., 2.3
CC(=O)N1CC(=O)N2[C@H](C1)[C@@H](c1ccc(-c3ccc(C(=O)N(C)C)cc3)cc1)[C@@H]2CO
    ., ., 1.2, ., -8.3, -2.5, 0.0, .
Oc1ccccc1NCC(O)Cn1ccc2ccccc21 (configuration not stated)
    3.1, 5.6, ., 3.7, ., ., 6.1, -4.1
CC(C)NC(=O)N(C)C[C@H]1Oc2ccc(NS(=O)(=O)c3ccc(F)cc3)cc2C(=O)N([C@@H](C)CO)C[C@H]1C
    3.2, 2.2[16.7 µM], -0.5, -2.9, 3.6, 28.1, 0.3, -6.0
COc1ccc(NC(=O)N[C@H]2CC[C@H](CCNC(=O)CN3CCOCC3)O[C@H]2CO)cc1
    -0.3, ., -0.3, 7.5, -1.1, -2.2, -0.1, -1.6
O=C(CNC(=O)c1ccccc1)NCC(=O)OCC(=O)c1ccccc1Cl
    -5.8, -3.5, -3.0, 2.8, -4.3, ., -3.7, -3.1
Cc1noc(C)c1S(=O)(=O)Nc1ccc2c(c1)C(=O)N([C@H](C)CO)C[C@@H](C)[C@@H](CN(C)S(=O)(=O)c1ccc(Cl)cc1)O2
    4.4, 18.7[16.7 µM], 2.7, -0.2, 9.1, 10.7, 0.9, -5.7
Cc1noc(C)c1S(=O)(=O)N(C)C[C@H]1OCCCC[C@@H](C)Oc2ccc(NC(=O)Nc3ccc(F)cc3)cc2C(=O)N([C@@H](C)CO)C[C@@H]1C
    -5.2, 0.1[16.7 µM], -0.9, -0.9, 8.6, 2.0, 0.1, 4.2
OCC[C@@H]1C[C@@H](O)[C@H](O)[C@@]2(OCc3ccccc32)O1
    0.6, -3.6, 2.9, 1.0, -12.4, 1.1, -0.2, 1.7
CC1(c2ccccc2)NC(=O)N(CC(=O)Nc2ccccc2C(=O)NC2CC2)C1=O (configuration not stated)
    0.2, -8.8, 4.7, -1.3, -10.8, 1.1, -1.1, 4.9
CCOC(=O)C1CCN(S(=O)(=O)c2cc3c(cc2C)NC(=O)CO3)CC1
    -3.6, 0.4, 6.4, -3.9, -11.8, -11.7, 0.4, -5.9
Cc1cc(=O)oc(C)c1C(=O)NCCCN1CCN(c2ccccc2F)CC1
    -4.3, -2.6, ., -2.6, ., -1.6, ., 3.5
COC(=O)CC1SC(=O)NC1=Nc1ccccc1 (configuration not stated)
    -1.4, -13.3, ., 3.4, ., ., ., -7.6
COCCNC(=O)C1(C)CCCN(C(=O)c2ccc(F)cc2Cl)C1 (configuration not stated)
    -2.2, -2.0, 0.2, 0.3, -21.5, 3.9, -0.1, -8.2
CC1(C(=O)Nc2cccc(C(F)(F)F)c2)Cc2c(-c3cccc(C(F)(F)F)c3)ccnc2O1 (configuration not stated)
    9.3, -7.1, -1.6, -1.7, -5.7, 2.1, 0.1, -13.7
Cc1c(NC(=O)NCCN2C(=O)C3C4C=CC(C4)C3C2=O)c(=O)n(-c2ccccc2)n1C (configuration not stated)
    -0.5, -9.3, -3.6, -0.5, -6.2, 2.4, ., -4.2
CS(=O)(=O)Nc1ccc2c(c1)OCC(=O)N2Cc1ccccc1
    -1.6, 2.1, -5.2, 0.7, -5.3, 0.5, ., 4.3
C[C@H](NC(=O)C[C@H]1CC[C@H](NC(=O)C2CCOCC2)[C@@H](CO)O1)c1ccccc1
    0.3, ., 0.0, 5.7, 7.8, -6.8, 0.1, -5.2
O=C(OCN1C(=O)c2ccccc2C1=O)c1ccco1
    7.1, ., -0.9, -4.5, -7.1, ., ., -4.1
C[C@@H]1CCCCO[C@@H](CN(C)C(=O)Nc2ccc3c(c2)OCO3)[C@@H](C)CN([C@H](C)CO)C(=O)c2cc(NC(=O)NC3CCCCC3)ccc2O1
    1.6, -6.2[16.7 µM], ., 44.0, ., 8.7, 0.1, -21.1
NC(=O)C1CCN(C(=O)CCc2nc3ccccc3c(=O)[nH]2)CC1
    -1.5, -1.8, -3.4, -0.5, -5.0, 1.7, ., -9.3
O=C(CCNC(=O)c1ccco1)Nc1ccc(C(F)(F)F)cc1
    4.5, -5.1, 0.6, 7.3, 1.3, 18.8, -0.1, 1.6
COc1ccc(CN(C)C[C@H]2Oc3c(NC(=O)Nc4c(C)noc4C)cccc3C(=O)N([C@@H](C)CO)C[C@@H]2C)cc1
    1.5, -3.1[16.7 µM], 1.4, -1.7, -13.3, -6.3, -0.2, -9.6
CC(C)C(=O)N1CC(=O)Nc2ccc(F)cc2C1c1ccc(F)cc1 (configuration not stated)
    5.1, -6.2, -6.7, 0.0, -11.5, -3.1, -0.3, -1.0
NC(=O)c1oc2ccccc2c1NC(=O)CN1CCCCC1
    0.9, ., ., -0.6, ., -2.2, ., 3.9
O=C(c1ccncc1)N(Cc1ccccc1)Cc1nc2ccccc2c(=O)[nH]1
    3.9, -11.5, ., -1.2, ., 1.9, ., -1.4

Screens (PubChem BioAssay)
